Screening data deposited in PubChem by National Center for Advancing Translational Sciences (NCATS).
Nrf2 inh – inhibitors of Nrf2 signaling; 360,000 tested, 2.1% active; Potency, µM (top dose mostly 46 µM), without a hit: at the highest dose activity change, negative = inhibition, usual class: inhibitors; AID 504444; A549 ARE-Fluc reporter, luciferase luminescence, 18-24 h; further: potency means the concentration at half of the fitted maximal effect; on the % scale 0 is the no-effect control and ±100 the full control effect; nearly all actives have a fitted effect of over 60% in size
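A549 ARE_Fluc cells, 5000/well, 5% FBS OPTI-MEM; compounds in dose-response, 18-24 h at 37 °C/5% CO2; CellTiter-Fluor viability read (Ex 405/Em 525), then BugLite luciferase luminescence = Nrf2 activity.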
ATXN2 expr inh – inhibitors of ATXN2 expression. Potency, µM (titrated, usually from 57 µM), for the others: top-dose activity change, negative = inhibition, actives largely listed as inhibitors. HEK-293 ATXN2-luciferase reporter, luminescence, 24 h. AID 1745845. 360,000 tested, 0.72% active; further: potency means the concentration at half of the fitted maximal effect; on the % scale 0 is the no-effect control and ±100 the full control effect; nearly all actives have a fitted effect of over 55% in size
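qHTS (up to 57 uM final) was run with 24 h compound exposure of reporter cells at 37 °C. Each well was multiplexed: SteadyGlo luminescence measured ATXN2-luciferase expression after a fluorogenic Gly-Phe-AFC viability readout (25 uM final).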
Nrf2 ARE act – activates Nrf2 signaling; 410,000 tested, 0.31% active; Potency, µM (series often up to 46.1 µM), without a hit: at the top dose activation, hits mostly activators; AREc32 ARE-luciferase reporter (MCF7-derived line), luminescence, 24 h; further: potency means the concentration at half of the fitted maximal effect; % of control where 0% means no effect; nearly all actives have a fitted effect of over 65% in size
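ARE activation measured as luciferase luminescence (Steady-Glo, 30 min RT) in AREc32_Fluc cells after 24 hr compound exposure at 37 deg C, 5% CO2; cells seeded overnight at 1000/well in OPTI-MEM, 5% FBS.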
HepG2 viability – counter-screen for TGF-b inhibitors: cytotoxicity in HepG2 cells | HepG2 CAGA-GFP viability, ATP luminescence, 18 h | Potency, µM (titrated, usually from 46.1 µM), inactives show top-dose activity change, negative = cytotoxicity, actives largely listed as cytotoxic | 410,000 tested, 0.76% active | AID 588856; further: potency means the concentration at half of the fitted maximal effect; some results filed as inactive show a strong effect at the top dose
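CellTiter-Glo luminescence gave cytotoxicity after 18 hours at 37 degrees C. The cells were HepG2 CAGA-GFP in 1% FBS DMEM, stimulated with 500 pg/mL TGF-beta after compound addition. %Activity was normalised to no-cell wells (complete cell-killing) and DMSO (no toxicity), and curves were fitted and classified.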
ATXN viability – cell viability loss in ATXN counter-screen; S2 cells (HEK-293 line with an ATXN2-luciferase reporter) viability, CellTiter-Fluor protease fluorescence, 24 h; Potency, µM (doses to about 56.7 µM), most hits filed as cytotoxic; 400,000 tested, 0.49% active; AID 651635; further: potency means the concentration at half of the fitted maximal effect; nearly all actives have a fitted effect of over 40% in size
IL2 activator – activators of IL-2; IL-2 activation reporter assay, cell-based qHTS; stimulated with anti-CD3/CD4/CD28 beads; in transgenic mouse T cells; activation, % (series mostly up to about 46 µM); 360,000 tested, 0.065% active; AID 652025; in the data active means activation above about 50%; inconclusive means mostly about 30% to 49%; further: 0% is about no effect
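Quantitative HTS in unstimulated transgenic mouse T cells, with memory T cells as non-tolerant control and PMA/ionomycin as tolerance-bypass control. Compound pretreatment lasted 60 minutes before 18 h bead stimulation; EGFP/DsRed fluorescence read.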
TGFb inhibitor – blocks TGF-b signaling; 410,000 tested, 1.2% active; Potency, µM (doses to about 46.1 µM), without a hit: top-dose activity, negative = inhibition, actives largely listed as inhibitors; HepG2 CAGA-GFP TGF-b/SMAD3 reporter, GFP fluorescence, 18 h; TGF-beta stimulated, 500 pg/mL final; AID 588855; further: potency means the concentration at half of the fitted maximal effect; on the % scale 0 is the no-effect control and ±100 the full control effect; nearly all actives have a fitted effect of over 65% in size
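Smad-responsive CAGA-GFP expression was quantified in HEPG2 cells exposed to compounds and 500 pg/mL final TGF-beta for 18 h at 37 degrees C; unstimulated wells defined full inhibition.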
EPAC2 ag – activates human EPAC2 exchange factor | Q8WZA2 | EPAC2 activation, biochemical qHTS; response scale: 100% = 6.5 mM cAMP response | Potency, µM (series often up to 154 µM), without a hit: at the top dose activation, usual class: activators | 360,000 tested, 0.079% active; further: potency means the concentration at half of the fitted maximal effect; nearly all actives have a fitted effect of over 50% in size
Target sequence (Q8WZA2 whole entry, looked up): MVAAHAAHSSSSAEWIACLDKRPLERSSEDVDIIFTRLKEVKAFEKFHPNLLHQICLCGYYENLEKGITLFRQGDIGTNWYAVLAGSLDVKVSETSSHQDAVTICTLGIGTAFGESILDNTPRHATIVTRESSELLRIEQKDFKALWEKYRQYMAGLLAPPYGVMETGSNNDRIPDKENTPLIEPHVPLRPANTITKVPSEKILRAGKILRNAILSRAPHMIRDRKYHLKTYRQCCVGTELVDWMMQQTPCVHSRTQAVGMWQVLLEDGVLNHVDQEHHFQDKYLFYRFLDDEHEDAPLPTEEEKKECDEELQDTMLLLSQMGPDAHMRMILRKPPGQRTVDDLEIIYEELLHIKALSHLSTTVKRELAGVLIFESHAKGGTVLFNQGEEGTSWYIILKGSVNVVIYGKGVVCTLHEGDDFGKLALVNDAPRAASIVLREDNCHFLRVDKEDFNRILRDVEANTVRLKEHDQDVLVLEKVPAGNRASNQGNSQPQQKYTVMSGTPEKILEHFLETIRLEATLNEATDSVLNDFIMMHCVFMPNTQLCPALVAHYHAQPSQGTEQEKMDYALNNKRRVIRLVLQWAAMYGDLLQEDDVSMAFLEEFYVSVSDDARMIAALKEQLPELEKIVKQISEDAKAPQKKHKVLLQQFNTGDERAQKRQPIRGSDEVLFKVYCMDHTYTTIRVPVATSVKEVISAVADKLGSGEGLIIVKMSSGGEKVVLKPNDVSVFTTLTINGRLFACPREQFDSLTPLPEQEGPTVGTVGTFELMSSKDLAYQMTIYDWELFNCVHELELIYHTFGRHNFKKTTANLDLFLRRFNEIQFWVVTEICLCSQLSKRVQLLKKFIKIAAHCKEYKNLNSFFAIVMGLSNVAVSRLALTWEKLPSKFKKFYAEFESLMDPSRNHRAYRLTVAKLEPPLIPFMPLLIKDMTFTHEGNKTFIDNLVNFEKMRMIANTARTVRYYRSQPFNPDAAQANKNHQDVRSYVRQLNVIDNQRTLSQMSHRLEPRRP
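Compounds were titrated in qHTS against a Rap1B-BODIPY-GDP (250 nM) complex with EPAC2 (100 nM) and GDP (50 uM). BODIPY-GDP release tracked at 480/540 nm over 30 min at room temperature, normalized to 6.5 mM cAMP.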
A549 tox – kills or reduces viability of A549 cells in Nrf2 counter-screen. A549 ARE-Fluc cells, CellTiter-Fluor viability, 18-24 h. Potency, µM (titrated, usually from 46 µM), without a hit: at the highest dose activity change, negative = cytotoxicity, most hits filed as inhibitors. 390,000 tested, 0.16% active. AID 504648; further: potency means the concentration at half of the fitted maximal effect; on the % scale 0 is the no-effect control and ±100 the full control effect
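Cytotoxicity counterscreen: CellTiter-Fluor fluorescence was measured in A549 ARE_Fluc cells after 18-24 h of compound exposure in a concentration series. The subsequent BugLite luminescent read reports ARE-luciferase activity.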
* marks the source's active call; other numbers are inactive results; i = inactive; ? = inconclusive; nt = not tested or not shown; & = joins results of further samples; [ ] = dose if it differs, or a comment. Unless noted, the call rests on the fitted dose curve; in most records, active means well fitted curve in the direction sought with a large enough effect; inconclusive means small, poorly fitted or top-dose-only effect, or another doubt; inactive means no such curve, though single readings can be large; an effect the other way counts as inactive or inconclusive. Compounds were not picked by outcome; any-hit rate near 4.3%.

SMILES	Nrf2 inh	ATXN2 expr inh	Nrf2 ARE act	HepG2 viability	ATXN viability	IL2 activator	TGFb inhibitor	EPAC2 ag	A549 tox
CC(NC(=O)/C(=C/c1ccc2c(c1)OCO2)NC(=O)c1cccc([N+](=O)[O-])c1)C(=O)O (configuration not stated)	7%	-11%	0.5%	-13%	i	-1.6	1%	-5%	-1%
Cc1nn(C)c(C)c1S(=O)(=O)N(CC(=O)N1CCN(c2ccccc2)CC1)c1ccc(C(C)C)cc1	-2%	nt	0.7%	-9%	nt	nt	?	nt	-1%
COc1ccc(NC(=S)NC(=O)/C=C/c2cccs2)cc1	15%	nt	3.5%	0%	i	-2.0	-12%	2%	-2%
Cc1nn(CC(=O)NCC(C)c2ccccc2)c(=O)c2cc(-c3ccccc3)nn12 (configuration not stated)	-1%	-11%	8.6%	-4%	i	-2.9	4%	-2%	-1%
COc1ccc(Cl)cc1NC(=O)CN(C)S(=O)(=O)c1ccc(Br)s1	10%	-12%	8.2%	-29%	i	nt	?	nt	3%
COc1ccc(-c2[nH]ncc2N=Nc2cc(C)cc(C)c2)cc1	?	-39%	-0.5%	-17%	?	-0.7	-29%	-5%	?
COc1ccc(CN2CCNC(=O)C2CC(=O)O)cc1OC (configuration not stated)	4%	2%	-1.7%	-1%	i	-3.4	-11%	5%	0%
NC1=NC(c2cccc(Cl)c2)n2c(nc3ccccc32)N1 (configuration not stated)	14%	nt	5.8%	-4%	nt	nt	3%	nt	-2%
COc1cccc(NC(=O)C(=O)N/N=C/c2ccc3c(c2)OCO3)c1	22%	0%	0.4%	-1%	i	-0.5	-9%	8%	0%
O=C(O)c1cc(-c2cccs2)nc2ccc(F)cc12	-23%	-19%	0.0%	6%	i	3.1	0%	9%	1%
COc1ccc(-c2nnn(CC(=O)NCc3ccc4c(c3)OCO4)n2)cc1OC	11%	19%	-0.5%	9%	i	-1.1	12%	11%	0%
CC(C)C(c1nnnn1C(C)(C)C)N1CCOCC1 (configuration not stated)	-12%	-28%	2.7%	-5%	i	-3.6	-3%	0%	-11%
CCCNC(=O)CN1CCN(c2cc3ccccc3c(Cl)n2)CC1	0%	2%	3.8%	-4%	i	-0.6	-12%	2%	0%
CC1CCCC(NC(=S)NC(=O)c2ccco2)C1C (configuration not stated)	-3%	-16%	3.1%	-28%	i	-6.3	-18%	10%	1%
CCCCCN(C(=O)CCC(=O)OCCOc1cccc(Cl)c1)c1c(N)n(CCCC)c(=O)[nH]c1=O	-8%	2%	-0.3%	-4%	?	-6.3	4%	-10%	-14%
O=C1NC(=Nc2cccnc2)S/C1=C\c1cccc(F)c1	-12%	6%	0.5%	-2%	i	0.0	13%	0%	-10%
O=C(CCCc1c[nH]c2ccccc12)NCc1ccccc1C(F)(F)F	-6%	nt	-0.4%	-63%	i	2.5	?	12%	1%
CC(NC(=O)c1ccco1)C(c1cccs1)N1CCN(c2ccccc2F)CC1 (configuration not stated)	-11%	-18%	-0.4%	-7%	i	-1.5	?	27%	4%
C/C(=N\NC(=O)c1nnn(-c2nonc2N)c1CN(C)c1ccccc1)c1ccc(O)cc1	2%	-5%	0.1%	-1%	i	4.0	-1%	-7%	-1%
COc1ccc(-c2ccc(C(=O)Nc3cccc(C(F)(F)F)c3)c3occc23)c(C)c1	nt	-12%	4.2%	-25%	i	0.1	0%	18%	nt
CCn1cc(CNc2nc3nonc3nc2N2CCCCC2)cn1	-11%	-1%	-0.2%	-4%	i	-1.5	-3%	0%	-5%
CCOc1ccc(NC(=O)Cc2ccccc2)cc1	?	36%[activator]	2.4%	3%	i	-0.8	0%	7%	4%
Cc1c([N+](=O)[O-])ccc(S(=O)(=O)N2CCC(C(N)=O)CC2)c1C	-17%	4%	-0.3%[9.22 µM]	-12%	i	0.0	3%	5%	9%
O=C(NCCCN1CCOCC1)c1ccc(-n2nc(C(F)(F)F)cc2-c2cccs2)cc1	?	?	0.0%	-33%	i	-3.1	-10%	0%	?
CCOC(=O)C(C(=O)OCC)C(=O)c1cccc2ccc3ccccc3c12	nt	nt	2.5%	1%	i	-0.1	-12%	6%	nt

Following part.
SMILES	Nrf2 inh	ATXN2 expr inh	Nrf2 ARE act	HepG2 viability	ATXN viability	IL2 activator	TGFb inhibitor	EPAC2 ag	A549 tox
O=c1c(-c2c(O)cc(O)c3c2O[C@H](c2ccc(O)cc2)CC3)c(-c2ccc(O)cc2)oc2cc(O)cc(O)c12	-22%	9%	-0.6%	-47%	i	8.6	?	-2%	-8%
O=c1c2ccccc2nc2n1CCCS2	2%	8%	-0.2%	-23%	i	0.4	-5%	5%	-6%
CCOC(=O)c1cc(-c2ccccc2)n(CC(=O)Nc2cccc(OC)c2)c1C	-15%	4%	0.1%	-17%	i	-0.6	?	-10%	-1%
COc1ccc(NC(=O)c2oc3c(c2C)-c2nn(Cc4c(F)cccc4Cl)cc2CC3)c(OC)c1	6%	nt	4.0%	-22%	nt	nt	-32%	nt	15%
COCc1cc(=O)[nH]c2cc(NC(=O)c3cccc(OC)c3)c(C)cc12	-12%	-10%	5.4%	7%	i	0.7	0%	3%	-10%
Cc1cc(Br)cc(C)c1OCC(=O)Nc1ccc(S(=O)(=O)Nc2ncccn2)cc1	-14%	nt	-0.4%	-24%	nt	nt	-11%	nt	-4%
COc1ccc(S(=O)(=O)N2Cc3ccccc3CC2C(=O)O)cc1 (configuration not stated)	8%	nt	-0.9%	-9%	nt	1.8	4%	9%	-6%
Cc1cnc(NC(=O)c2sc(Nc3ccccc3)nc2N)o1	-29%	nt	6.5%	2%	i	-0.6	9%	10%	-9%
O=C(O)c1ccccc1C(=O)Nc1ccc(Br)c2cccnc12	14%&23%	18%&-4%	0.7%&10%	-23%&2%	i	-0.8	4%&-8%	-7%	0%&0%
COc1ccc(C)cc1COC(=O)c1[nH]c(C)c(C(C)=O)c1C	?	2%	16%	-17%	?	-0.7	-6%	-1%	-6%
COc1ccc(NC(=O)c2cnc(Nc3ccc(C)c(Cl)c3)c3ccccc23)c(OC)c1	5%[9.27 µM]	-7%	0.3%	-13%	i	nt	?	nt	-3%
COCCN1C(=O)C(=O)/C(=C(/O)c2ccc(S(=O)(=O)N3CCCCC3)cc2)C1c1ccc(O)c(OC)c1 (configuration not stated)	-5%	0%	-0.6%	10%	i	-0.3	18%	-3%	-13%
CCOC(=O)CSC1=C(C#N)C(c2sccc2C)C(C(C)=O)=C(C)N1 (configuration not stated)	1%	-11%	0.5%	12%	i	-0.2	30%	17%	-1%
CC(=O)NCC(=O)N(C)C(C(=O)Nc1ccc2c(c1)OCCO2)c1ccc(C)cc1 (configuration not stated)	0%	16%	0.9%	8%	i	-0.9	11%	2%	1%
CC(Sc1ccccc1)C(=O)N1CCN(S(=O)(=O)c2cccc(Br)c2)CC1 (configuration not stated)	-14%	-2%	-0.6%	5%	i	-3.8	-8%	7%	1%

By substructure: the entries above containing fluorine
SMILES	Nrf2 inh	ATXN2 expr inh	Nrf2 ARE act	HepG2 viability	ATXN viability	IL2 activator	TGFb inhibitor	EPAC2 ag	A549 tox
O=C(O)c1cc(-c2cccs2)nc2ccc(F)cc12	-23%	-19%	0.0%	6%	i	3.1	0%	9%	1%
O=C1NC(=Nc2cccnc2)S/C1=C\c1cccc(F)c1	-12%	6%	0.5%	-2%	i	0.0	13%	0%	-10%
O=C(CCCc1c[nH]c2ccccc12)NCc1ccccc1C(F)(F)F	-6%	nt	-0.4%	-63%	i	2.5	?	12%	1%
CC(NC(=O)c1ccco1)C(c1cccs1)N1CCN(c2ccccc2F)CC1 (configuration not stated)	-11%	-18%	-0.4%	-7%	i	-1.5	?	27%	4%
COc1ccc(-c2ccc(C(=O)Nc3cccc(C(F)(F)F)c3)c3occc23)c(C)c1	nt	-12%	4.2%	-25%	i	0.1	0%	18%	nt
O=C(NCCCN1CCOCC1)c1ccc(-n2nc(C(F)(F)F)cc2-c2cccs2)cc1	?	?	0.0%	-33%	i	-3.1	-10%	0%	?
COc1ccc(NC(=O)c2oc3c(c2C)-c2nn(Cc4c(F)cccc4Cl)cc2CC3)c(OC)c1	6%	nt	4.0%	-22%	nt	nt	-32%	nt	15%
